High-throughput results (PubChem)
CHT block: inhibits the human high affinity choline transporter | Q9GZV3 | CHT-expressing cells, membrane potential dye, choline response; hits give low values | B-score at 10 µM | actives 0.86% (n = 310,000);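 active means B-score over 3 SD under the library average, and starting fluorescence ratio not unusually high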;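 further: choline stimulus applied at its EC90 after an EC20 pre-addition; B-score computed on integrated fluorescence ratio after choline addition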
Target sequence (Q9GZV3 whole entry, looked up): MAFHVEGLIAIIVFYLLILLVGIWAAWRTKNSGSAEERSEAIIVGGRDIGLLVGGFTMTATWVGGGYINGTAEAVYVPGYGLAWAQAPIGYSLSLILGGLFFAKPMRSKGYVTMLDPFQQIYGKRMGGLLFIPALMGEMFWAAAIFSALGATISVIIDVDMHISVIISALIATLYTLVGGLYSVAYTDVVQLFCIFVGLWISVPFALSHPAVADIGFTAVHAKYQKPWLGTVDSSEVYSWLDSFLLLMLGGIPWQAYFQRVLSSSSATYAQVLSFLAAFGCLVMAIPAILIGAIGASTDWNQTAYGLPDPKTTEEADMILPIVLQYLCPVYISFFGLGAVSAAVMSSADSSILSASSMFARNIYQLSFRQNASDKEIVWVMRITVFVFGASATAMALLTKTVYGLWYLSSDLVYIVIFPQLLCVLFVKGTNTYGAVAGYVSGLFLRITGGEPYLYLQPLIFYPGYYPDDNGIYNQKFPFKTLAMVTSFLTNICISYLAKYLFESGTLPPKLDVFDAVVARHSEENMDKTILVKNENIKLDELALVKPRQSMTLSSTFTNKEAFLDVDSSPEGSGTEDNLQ
CHT allo act: allosteric activators of human choline transporter CHT. AID 488977. CHT-expressing cells, membrane potential dye, choline EC20; hits give high values; LV-AA mutant CHT in HEK293 cells. Q9GZV3. B-score at 10 µM. actives 0.49% (n = 310,000);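 active means initial fluorescence not abnormally high and integrated response B-score, plate-corrected, over 3 SD above library mean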
Numbers without * were called inactive; i = inactive.

no.	Molecule	CHT block	CHT allo act
1	O=C(Nc1ccccc1O)N1c2ccccc2Sc2ccccc21	i	i
2	COc1cc(NC(=O)CN2C(=O)C(c3ccccc3)=NC23CCCCCC3)cc(OC)c1	i	7.6*
3	COCCNC(=S)NCCCNc1nc2cc3c(cc2cc1C#N)OCO3	i	i
4	COc1cc(C)ccc1S(=O)(=O)n1nc(C)cc1C	i	i
5	Cc1ccc(NC(=O)CSc2nccn(-c3ccc4c(c3)OCCO4)c2=O)cc1	i	i
6	CN(C)c1nc(OCCNC(=O)COc2ccc(Cl)cc2Cl)nc(N(C)C)n1	i	i
7	O=C(O)CCCC(=O)NCCc1cccc(Cl)c1	i	i
8	COCCn1nnnc1C(C(C)C)N(Cc1cccnc1)Cc1ccccc1Cl (stereo not given)	i	i
9	COc1ccc(C(=O)C[n+]2cccc(C(N)=O)c2)cc1	i	i
10	Cc1cc(C(=O)N/N=C/c2cccc([N+](=O)[O-])c2)c2ccccc2n1	i	i
11	Cc1ccc(S(=O)(=O)N2CCN(S(C)(=O)=O)C2c2ccccc2)cc1 (stereo not given)	i	i
12	Cc1ccc(CNC(=O)Nc2ccc(Cl)cc2)cc1	i	i
13	O=C(NC1CCSc2ccccc21)c1cc(S(=O)(=O)N2CCOCC2)ccc1F (stereo not given)	i	i
14	CC1CC(C)CN(C(=O)CSc2nnc(-c3ccc(Cl)cc3)o2)C1 (stereo not given)	i	i
15	N=c1c2c(ncn1Cc1ccco1)Oc1cc(O)ccc1C2c1ccccc1 (stereo not given)	i	i
16	C=CCn1c(SCC(=O)Nc2cc(C)on2)nc2c([nH]c3ccccc32)c1=O	i	i
17	CCOc1ccc(C(C)=O)cc1COC(=O)c1cnc(Cl)c(Cl)c1	i	i
18	CCc1ccc(C(=O)COC(=O)c2ccco2)cc1	i	i
19	O=C1NC(c2ccccc2OC(F)F)Oc2ccccc21 (stereo not given)	i	i
20	O=C(O)c1cc(-c2ccc3c(c2)OCO3)nc2ccc(Br)cc12	i	i
21	COc1ccccc1CN1CC(C(=O)N(C)Cc2ccc(C)o2)CCC1=O (stereo not given)	i	i
22	Cc1ccc(C(=O)c2ccccc2C(=O)O)cc1C	i	i
23	CC1(C)C(=O)Nc2ccccc2N1C(=O)COC(=O)COc1ccc(C#N)cc1	i	i
24	Cc1cc(=O)oc2c3c(cc(OCC(=O)N[C@H](C(=O)O)c4ccccc4)c12)OC(C)(C)CC3	i	i
25	C=CCN(C1CCCCC1)S(=O)(=O)c1ccc2c(c1)oc(=O)n2C	i	i
26	O=C(CCCn1c(=S)[nH]c2cc3c(cc2c1=O)OCO3)NCc1ccco1	i	i
27	O=C(N/N=C\c1ccccc1OCc1ccccc1)c1ccco1	i	i
28	COc1ccc(C)cc1Nc1cc(C)nc2ncnn12	i	i
29	COc1ccc(-c2nc(SCC(=O)NC3CCCC3)c(-c3ccc(OC)cc3)[nH]2)cc1	i	i
30	CCOC(=O)N1CCN(C(=O)COC(=O)c2cc(Cl)c(O)c(Cl)c2)CC1	i	i

The results go on:
no.	Molecule	CHT block	CHT allo act
31	COc1ccc(CNC(=O)N2CCc3ccccc3C2)cc1Cl	i	i
32	CC(=O)Nc1c(C(=O)c2ccc(F)cc2)oc2ccccc12	i	i
33	CNC(=O)CCCCCNS(=O)(=O)c1ccc(C)cc1	i	i
34	COC(=O)c1sccc1N/N=C/c1cccc(Oc2ccccc2)c1	i	i
35	COc1ccccc1-c1cc(C(F)(F)F)c(C#N)c(=O)[nH]1	i	i
36	COc1ccc(CC2(CO)CCN(Cc3cccn3-c3ccccn3)CC2)cc1	i	i
37	O=C(OCCCCOC(=O)c1ccccc1)c1ccccc1	i	i
38	Cc1cccc(C(=O)NCC(c2ccc(F)cc2)N2CCOCC2)c1 (stereo not given)	i	i
39	COc1ccc(C2CCCN2C(=S)Nc2c(C)cccc2C)cc1OC (stereo not given)	i	i
40	C/C(=N\N1CCN(C2c3ccccc3-c3ccccc32)CC1)c1ccncc1	i	i
41	COc1ccc(C(=O)COC(=O)C(C(C)C)N2C(=O)C3C4C=CC(C4)C3C2=O)cc1 (stereo not given)	i	i
42	COc1ccc(C(=O)O/N=C(\N)c2ccccc2Cl)cc1OC	i	i
43	COc1ccc(C(=O)Nc2scc(-c3ccc(Cl)cc3Cl)c2C(N)=O)cc1	i	i
44	O=C(Nc1nnc(SCc2ccc(F)cc2)s1)C1CC(=O)N(c2ccc3c(c2)OCCO3)C1 (stereo not given)	i	i
45	Cc1nnsc1C(=O)NNc1ccc(Cl)cc1	i	i
46	C/C(N)=C(/C#N)C(=O)CSc1nnc(COc2ccccc2Cl)o1	i	i
47	COc1cccc2cc(NC(=O)C3CCCCC3)c(=O)oc12	i	i
48	c1ccc(NNC2=NCCCCC2)cc1	i	i
49	C=C(C)CNC(=S)NN=C1c2ccccc2-c2ccccc21	i	i
50	NC(=O)C(c1ccc(Cl)cc1)c1ccc(Sc2ccc(Cl)cc2)nn1 (stereo not given)	i	i
51	COc1ccc(N(CC(=O)NC(C)c2ccccc2)S(=O)(=O)c2c(C)noc2C)cc1 (stereo not given)	i	i
52	O=C(NCCS(=O)(=O)N1CCN(c2ccccc2)CC1)c1ccccc1F	i	i
53	COc1cc(CNc2ccc(N3CCCC3)cc2)ccc1OCc1ccccc1F	i	i
54	FC(F)(F)c1ccc(-c2nnc(-c3cccnc3)o2)cc1	i	i
55	Cc1cc(C)cc(N(CCC#N)C(=O)COC(=O)c2nc3nc(C)cc(C)n3n2)c1	i	i
56	Cc1ccccc1CCN1CCCC(CN(C)C(=O)c2ccc3ncccc3c2)C1 (stereo not given)	i	i
57	Cc1cccc(NC(=O)C2CCCN2C(=O)OCC(C)C)c1 (stereo not given)	i	i
58	CC(=O)Nc1cccc(C(=O)/C=C/c2ccc(F)cc2)c1	i	i
59	OC(COCc1ccco1)CN1CCN(C(c2ccccc2)c2ccccc2)CC1 (stereo not given)	i	i
60	Cc1ccc2cc(C=O)c(N(C)C)nc2c1	i	i

Next compounds.
no.	Molecule	CHT block	CHT allo act
61	COCCC(=O)N1CCC(Oc2ccc(C(=O)N(C)C(C)c3ccon3)cc2)CC1 (stereo not given)	i	i
62	CCCCn1nnnc1SCC(=O)c1ccc(C)c(C)c1	i	i
63	CN1C(=O)C(C)(C)c2cc(S(=O)(=O)NCc3ccc(C(=O)NCc4ccco4)cc3)ccc21	i	i
64	Oc1c(Br)cc(/C=N/n2c(-c3ccccc3)n[nH]c2=S)cc1Br	i	i
65	COc1ccccc1C1CC(c2ccco2)=NN1c1ccccc1 (stereo not given)	i	i
66	COc1ccccc1C(=O)NC(=O)COC(=O)Cn1cnc2c1c(=O)n(C)c(=O)n2C	i	i
67	CC(=O)c1cnc2n(c1=O)CCS2	i	i
68	CNc1oc(/C=C/c2cccc(OC)c2)nc1C#N	i	i
69	O=c1oc2ccccc2cc1-c1nnc(NCc2ccco2)s1	i	i
70	O=C(Nc1ccc(OC(F)(F)F)cc1)Nc1cccc([N+](=O)[O-])c1	i	i
71	CSc1nc2c(c(C(F)(F)F)n1)CC(C)CC2 (stereo not given)	i	i
72	COc1cc(N)c(Cl)cc1C(=O)OCC(=O)c1ccc2c(c1)NC(=O)CO2	i	i
73	COCCNC(=O)C(c1ccc(C)cc1)N(C(=O)C(=O)NC1CCCC1)c1ccc2c(c1)OCCO2 (stereo not given)	i	i
74	O=C(NC1=NCCS1)c1ccccc1F	i	i
75	CCCOc1ccc(CCC(=O)O)cc1	i	i
76	CCN(CC)CCn1c2c(c(SCC(=O)Nc3nc(C)cs3)nc1=O)CCC2	i	i
77	Cc1ccc(CN2C(=O)C(Cc3ccccc3)Nc3ncnc(N4CCCCC4)c32)cc1 (stereo not given)	i	i
78	O=C(CCCN1C(=O)/C(=C/c2cccs2)SC1=S)Nc1cccc(C(=O)O)c1	i	i
79	Oc1ccc(Br)cc1-c1nc2cnccn2c1NC1CCCCC1	i	i
80	Cc1ccccc1NC(=O)COC(=O)Cc1cccc(C(F)(F)F)c1	i	i
81	Cc1ccc2nc(-c3ccc(Br)cc3)cn2c1	i	i
82	c1ccc2c(c1)Cn1nc(Cc3nc4c(s3)CCCC4)nc1-2	i	i
83	Cc1occc1C(=O)NNC(=O)C(c1ccccc1)c1ccccc1	i	i
84	CCOc1ccc(N(CC(=O)NC2CC3CCC2C3)S(=O)(=O)c2ccc(C)cc2)cc1 (stereo not given)	i	i
85	O=C(Nc1cccc(C(F)(F)F)c1)c1ccc2nc(N3C(=O)CCC3=O)sc2c1	i	i
86	COc1ccccc1-c1ccc(SCc2ccccc2F)nn1	i	i
87	OCc1nc2ccccc2n1CC(O)Cn1ccc2ccccc21 (stereo not given)	i	i
88	Cc1ccc(C)c(C(=O)C(C)Sc2nc3nn(-c4ccccc4)c(=O)c-3c3n2CCCCC3)c1 (stereo not given)	i	i
89	NC(=O)c1cccc(NC(=O)Nc2ccc(Cl)cc2)c1	i	i
90	Cc1cc(N2CCOCC2)n2nc(C)c(-c3ccccc3Cl)c2n1	i	i

Filtered by structure: those above with bromine.
no.	Molecule	CHT block	CHT allo act
20	O=C(O)c1cc(-c2ccc3c(c2)OCO3)nc2ccc(Br)cc12	i	i
64	Oc1c(Br)cc(/C=N/n2c(-c3ccccc3)n[nH]c2=S)cc1Br	i	i
79	Oc1ccc(Br)cc1-c1nc2cnccn2c1NC1CCCCC1	i	i
81	Cc1ccc2nc(-c3ccc(Br)cc3)cn2c1	i	i

Carrying on.
no.	Molecule	CHT block	CHT allo act
91	Cc1cccc(C)c1NC(=O)CCN1C(=O)C2C3CCC(C3)C2C1=O (stereo not given)	i	i
92	C=C1C[C@]23C[C@@]1(O)CC[C@H]2[C@@]12C=C[C@H](O)[C@@](C)(C(=O)O1)[C@H]2[C@@H]3C(=O)O	i	i
93	Cc1ccc(-c2nnc(NCc3nc4ccccc4[nH]3)c3ccccc23)cc1S(=O)(=O)N1CCOCC1	i	i
94	N#Cc1nc(COc2ccc(F)cc2)oc1N1CCCCC1	i	i
95	COC(=O)C1=C(C(=O)OC)[C@@H]2N(C)c3ccc(OC)cc3[C@@]23C[C@@H](C(=O)OC)N(C(=O)NCCBr)C3=N1	i	i
96	COc1ccc(C(C)NC(=O)CCc2ccccc2)cc1 (stereo not given)	i	i
97	CC(C)CC(=O)Nc1ccc(Nc2ccccc2)cc1	i	i
98	CC(=O)N1CCN(CCN=CC2=C(O)CC(C)(C)CC2=O)CC1	i	i
99	COc1ccc(NS(=O)(=O)c2ccc(NC(=O)C(CCSC)NC(N)=O)cc2)cc1 (stereo not given)	i	i
100	O=c1cc(N2CCCCC2)c(-c2ccccc2)n[nH]1	i	i
101	O=C(COc1ccc(Cl)cc1[N+](=O)[O-])N1CCCCC1	i	i
102	COc1ccc(C[C@H]2CN3C(=NC[C@@H]3Cc3ccc(O)cc3)N2CCNC(=O)c2ccc(C)c(Br)c2)cc1	i	i
103	COC(=O)C1=C(C)N(c2ccc(C(=O)OC)cc2)C(=O)C1	i	i
104	CNC(=S)N/N=C/c1ccc(-c2ccc(C(=O)O)cc2)o1	i	i
105	O=C(c1cnn(-c2nc3ccccc3s2)c1)c1ccccc1O	i	i
106	CCOCCOC(=O)COc1ccc2c(=O)c(Oc3ccc(OC)cc3)coc2c1	i	i
107	Cc1cccc(OCc2n(CC(=O)OC3CC(C)CCC3C(C)C)c3ccccc3[n+]2C)c1 (stereo not given)	i	9.3*
108	CC(OC(=O)c1cccc(NS(C)(=O)=O)c1)C(=O)Nc1ccc(N2CCOCC2)cc1 (stereo not given)	i	i
109	COc1ccc2cc(C#N)c(SCC(=O)N3CCCC3)nc2c1	i	i
110	O=C(Nc1ccc(Cl)cc1)N(Cc1nc2ccccc2c(=O)[nH]1)Cc1cccs1	i	i
111	COc1cccc(NCc2cc(=O)oc3cc(-c4ccccc4)c(O)cc23)c1	i	i
112	COc1ccc(N2CCN(C(=O)Nc3ccccc3Cl)CC2)cc1	i	i
113	CCC(C)c1ccc(S(=O)(=O)N2CCN(C(C)CC(=O)O)CC2)cc1 (stereo not given)	i	i
114	CCC1(CC)C(=O)Nc2ccccc21	i	i
115	COc1ccc(CN2C(=O)c3cccnc3C2=O)cc1S(=O)(=O)NCc1ccccc1	i	i
116	Cc1c(C(N)=O)c(N)c(C(=O)c2ccccc2)n1-c1ccccc1	i	i
117	CCOC(=O)[C@@H]1[C@H]2COc3ccc(Br)cc3[C@@H]2N2C(=O)N(c3ccc(C)cc3)C(=O)[C@]12C	i	i
118	O=S(=O)(c1cnc(Cl)c(Cl)c1)N1CCN(c2ncccn2)CC1	i	i
119	N#CC1=C(N)NC(SCc2ccccc2)=C(C#N)C12CCCCC2	i	i
120	CC1(C)CC(=O)C(C=Nc2ccncc2)=C(O)C1	i	i

Five of these compounds, set out differently.
105. O=C(c1cnn(-c2nc3ccccc3s2)c1)c1ccccc1O
120. CC1(C)CC(=O)C(C=Nc2ccncc2)=C(O)C1
107. Cc1cccc(OCc2n(CC(=O)OC3CC(C)CCC3C(C)C)c3ccccc3[n+]2C)c1 (stereo not given)
98. CC(=O)N1CCN(CCN=CC2=C(O)CC(C)(C)CC2=O)CC1
99. COc1ccc(NS(=O)(=O)c2ccc(NC(=O)C(CCSC)NC(N)=O)cc2)cc1 (stereo not given)

Compound	105	120	107	98	99
CHT block	i	i	i	i	i
CHT allo act	i	i	9.3*	i	i

The list continues:
no.	Molecule	CHT block	CHT allo act
121	CCc1nnc(NC(=O)CSc2nnc(COc3ccc(C)cc3)n2-c2ccccc2)s1	i	i
122	COc1ccc(CCNC(=O)c2nn(C)c3c2CS(=O)(=O)c2ccccc2-3)cc1OC	i	i
123	Cc1cc(C(=O)CSc2n[nH]c(N)n2)c(C)n1-c1cccc(F)c1	i	i
124	O=C(NC(Cc1ccc(O)cc1)C(=O)O)/C(=C/c1ccccc1)NC(=O)c1ccccc1 (stereo not given)	i	i
